HT1080-NT tox: kills 2HG-producing HT-1080-NT fibrosarcoma cells; HT-1080-NT fibrosarcoma viability, CellTiter-Glo ATP luminescence, 48 h; Potency, µM (highest dose often 46.1 µM), inactives show at the top dose activity, negative = less viability, most hits filed as cytotoxic; hit rate 1.6% among 360,000;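 further: NT is the 2HG producing partner of a matched IDH1 knockdown line; potency means the concentration at half of the fitted maximal effect; 0% = DMSO-treated cells and -100% = media-only wells without cells; nearly all actives have a fitted effect of over 55% in size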
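750 cells/well, RPMI + 5% FBS; 2 h settle, compound pin-transfer, 48 h at 37 degrees C. CellTiter-Glo 10 min RT, luminescence. Normalized to DMSO and media-only wells.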
HEK293 tox: cytotoxicity in counter-screen for GLP-1R inverse agonists | hit rate 0.13% among 410,000 | Potency, µM (titrated, usually from 38.3 µM), for inactives: top-dose activity change, negative = inhibition, hits mostly inhibitors | HEK293 cAMP-luciferase reporter cells, luminescence, 24 h | AID 624418;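 further: loss of luciferase light is scored as toxicity; potency means the concentration at half of the fitted maximal effect; on the % scale 0 is the no-effect control and ±100 the full control effect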
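A 23 nL compound transfer followed 12 hours of cell culture at 37 deg C; exposure then lasted 24 hr. Luciferase assay detection reagent was dispensed and plates read for luminescence after a 12 min room-temperature wait.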
IL1B secr inh: inhibitors of inflammasome signaling (IL-1 beta secretion). THP-1 LPS/ATP IL-1B secretion, AlphaLISA, 16 h; stronger effect = lower value. activity change, % at 57.5 µM. hit rate 4.7% among 360,000. AID 743279; in the data active means activity change below about -50%; inconclusive means mostly about -30% to -49%; further: on the % scale 0 is the no-effect control and ±100 the full control effect
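THP-1 cells pretreated 1 hr with compounds (up to 57.5 uM final), then stimulated with LPS (250 ng/mL final) plus ATP (1.25 mM final); secreted IL-1B measured by AlphaLISA after 16 hr, decreased signal indicating inhibition.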
MCF10A rereplic: inducers of DNA re-replication in MCF 10A breast cells | Potency, µM (titrated, usually from 46.1 µM), without a hit: at the highest dose activity, positive = re-replication, actives largely listed as activators | hit rate 2.9% among 350,000 | MCF 10A DNA re-replication, Hoechst nuclear intensity, 48 h; further: potency means the concentration at half of the fitted maximal effect; % of control where 0% means no effect; nearly all actives have a fitted effect of over 50% in size
KB-V1 cytotox: kills drug-selected multidrug resistant KB-V1 cells. KB-V1 MDR cells viability, CellTiter-Glo, 72 h. Potency, µM (series often up to 46.1 µM), for the others: at the highest dose activity change, negative = cytotoxicity, most hits filed as cytotoxic. hit rate 3.4% among 400,000. AID 1347076; further: potency means the concentration at half of the fitted maximal effect; on the % scale 0 is the no-effect control and ±100 the full control effect; nearly all actives have a fitted effect of over 60% in size
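Readout: CellTiter-Glo luminescence, 10 min after addition. Cells: KB-V1 MDR subline, 72 h at 37 degrees C with compound. Analysis: corrected, normalized data fitted to concentration-effect curves.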
HT1080 IDH1KD tx: kills HT-1080 cells with IDH1 knockdown; HT-1080 IDH1 knockdown viability, ATP luminescence, 48 h; Potency, µM (doses to about 46.1 µM), for the others: top-dose activity, negative = toxicity, actives largely listed as cytotoxic; hit rate 2% among 360,000; AID 686971;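 further: potency means the concentration at half of the fitted maximal effect; 0% = DMSO wells and -100% = cell-free medium wells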
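Luminescent ATP read-out (CellTiter-Glo, 10 min at room temperature) after 48 h compound exposure at 37 °C gave viability of IDH1-knockdown HT-1080 cells. Activity was normalised to DMSO and cell-free wells, then fitted as concentration-response curves.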
KB-3-1 cytotox: KB-3-1 parental cell cytotoxicity; KB-3-1 viability, CellTiter-Glo ATP luminescence, 72 h; Potency, µM (series often up to 46.1 µM), for inactives: top-dose activity change, negative = cytotoxic, actives largely listed as cytotoxic; hit rate 1.4% among 400,000; further: potency means the concentration at half of the fitted maximal effect; on the % scale 0 is the no-effect control and ±100 the full control effect; nearly all actives have a fitted effect of over 60% in size
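Multi-concentration cytotoxicity screen in KB-3-1 cells grown in DMEM lacking phenol red with 10% FBS. After 72 h at 37 °C with compound, ATP-dependent luminescence was recorded.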
DRD3 agonist: D3 dopamine receptor (human) agonism. D3R DiscoveRx beta-arrestin cells, luminescence, 90 min. hit rate 0.58% among 410,000. P35462. max activation, %. AID 652048; in the data active means max activation above about 30%; further: 0% is about no effect; mostly tested at two doses, the higher about 12 µM
Target sequence (P35462 whole entry, looked up): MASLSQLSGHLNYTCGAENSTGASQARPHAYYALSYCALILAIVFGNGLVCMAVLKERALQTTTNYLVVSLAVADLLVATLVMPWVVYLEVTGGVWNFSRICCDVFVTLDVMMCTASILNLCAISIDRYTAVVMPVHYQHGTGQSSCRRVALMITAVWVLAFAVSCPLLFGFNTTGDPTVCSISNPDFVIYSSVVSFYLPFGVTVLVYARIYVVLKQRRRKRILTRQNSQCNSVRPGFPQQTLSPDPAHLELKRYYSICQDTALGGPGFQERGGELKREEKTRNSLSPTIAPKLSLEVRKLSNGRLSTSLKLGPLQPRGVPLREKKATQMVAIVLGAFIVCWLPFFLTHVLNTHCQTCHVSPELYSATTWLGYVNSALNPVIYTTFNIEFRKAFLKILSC
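Agonist-mode cell screen: cells plated at 1500/well and incubated overnight at 37 °C, then exposed to library compounds for 90 min at 37 °C. Detection reagent was added for 30–60 min at room temperature, and luminescence was read.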
SW480 rerep: DNA re-replication induction in SW480 cells | SW480 DNA re-replication, Hoechst DNA content imaging, 48 h | Potency, µM (top dose mostly 46.1 µM), without a hit: top-dose re-replication activation, actives largely listed as activators | hit rate 1.8% among 340,000 | AID 624297; further: potency means the concentration at half of the fitted maximal effect; % of control where 0% means no effect; nearly all actives have a fitted effect of over 55% in size
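Hoechst fluorescence of nuclei (405 nm excitation, 500-530 nm emission) measured by plate-scanning imager after 48 hr compound exposure at 37 C; re-replication scored as increased number of nuclei with elevated intensity.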
The depositor's hits bear a star; u = inconclusive; x = no result given; [ ] = dose if it differs, or a comment. Unless noted, the call rests on the fitted dose curve; in most records, active means well fitted curve in the direction sought with a large enough effect; inconclusive means small, poorly fitted or top-dose-only effect, or another doubt; inactive means no such curve, though single readings can be large; an effect the other way counts as inactive or inconclusive.

SMILES	HT1080-NT tox	HEK293 tox	IL1B secr inh	MCF10A rereplic	KB-V1 cytotox	HT1080 IDH1KD tx	KB-3-1 cytotox	DRD3 agonist	SW480 rerep
Cc1ccccc1-n1c(CSC(=N)N)nc2ccccc2c1=O	9%	9%	0	u	-15%	3%	-24%	-4	u
CCOC(=O)c1sc2nc(SCC(=O)N(CC)CC)n(CCCN3CCCC3=O)c(=O)c2c1C	-2%	-11%	u	-2%	-4%	-11%	u	-7	2%
NC(=O)CSc1nnc(Cc2csc(Nc3ccc(F)cc3)n2)n1Cc1ccccc1	-4%	9%	-6	u	0%	-20%	-3%	-5	12%[9.22 µM]
COCCn1c(SCC(=O)N2CCCCC2)nc2c(c1=O)SCC2	2%	10%	3	-1%	x	2%	x	6	-2%
CCOC(=O)c1cc2c(ccn2C)n1CC(=O)N1CCC(Cc2ccccc2)CC1	0%	-18%	-74*	u	u	-13%	0%	1	5%
Cc1nc2cc(C(=O)N3CCc4ccccc43)ccc2n1-c1ccc(F)c(F)c1	-3%	-19%	-12	-1%	-19%	0%	0%	-1	0%
O=C(N/N=C/c1cccs1)c1cccnc1	11%	-29%	17	-3%	0%	-4%	7%	-15	-5%
COc1ccc(C(=O)NC(=S)N2CCN(c3ccccc3OC)CC2)cc1OC	-1%	-8%	-6	8%	-15%	-3%	-4%	-7	19%
CCC1S/C(=C(\C#N)C(=O)NCc2ccco2)N(c2ccc(F)cc2)C1=O (configuration not stated)	5%	-6%	11	-10%	-3%	1%	0%	3	-6%
CN(c1ncc(C(F)(F)F)cc1Cl)n1cc(C(N)=O)c2ccccc2c1=O	-1%	-15%	11	-6%	-24%	-4%	-14%	7	-5%

Whole records as entered above. Order of values: HT1080-NT tox | HEK293 tox | IL1B secr inh | MCF10A rereplic | KB-V1 cytotox | HT1080 IDH1KD tx | KB-3-1 cytotox | DRD3 agonist | SW480 rerep
`COCCn1c(SCC(=O)N2CCCCC2)nc2c(c1=O)SCC2` is listed as 2% | 10% | 3 | -1% | x | 2% | x | 6 | -2%
`CN(c1ncc(C(F)(F)F)cc1Cl)n1cc(C(N)=O)c2ccccc2c1=O` is listed as -1% | -15% | 11 | -6% | -24% | -4% | -14% | 7 | -5%
`Cc1ccccc1-n1c(CSC(=N)N)nc2ccccc2c1=O` is listed as 9% | 9% | 0 | u | -15% | 3% | -24% | -4 | u
`CCC1S/C(=C(\C#N)C(=O)NCc2ccco2)N(c2ccc(F)cc2)C1=O` (configuration not stated) is listed as 5% | -6% | 11 | -10% | -3% | 1% | 0% | 3 | -6%
`NC(=O)CSc1nnc(Cc2csc(Nc3ccc(F)cc3)n2)n1Cc1ccccc1` is listed as -4% | 9% | -6 | u | 0% | -20% | -3% | -5 | 12%[9.22 µM]

Additional compounds:
SMILES	HT1080-NT tox	HEK293 tox	IL1B secr inh	MCF10A rereplic	KB-V1 cytotox	HT1080 IDH1KD tx	KB-3-1 cytotox	DRD3 agonist	SW480 rerep
Nc1ccccc1-c1nnn(CC(=O)N2CCCc3ccccc32)n1	18%	9%	u	-5%	-17%	0%	-1%	-2	-1%
NC(=NCCc1ccccc1)NS(=O)(=O)c1ccc(F)cc1	-9%	9%	7	11%	16µM*	2%	-2%	-2	-8%
CC(Oc1ccc(Br)cc1)C(=O)NCC(c1ccco1)N1CCCCC1 (configuration not stated)	0%	-14%	-10	-5%	15µM*	2%	-2%	-6	3%
CN(CC(=O)Nc1cccc(F)c1)C(=O)c1cccc(N2C(=O)CCC2=O)c1	8%	2%	5	-2%	0%	6%	5%	1	-28%
COc1ccc(CCNC(=O)C2CC3Cn4c(nc5ccccc54)C3N2C)cc1 (configuration not stated)	-12%	-18%	14	0%	-3%	8%	11%	13	4%
COc1cc(-c2cc(=O)c3ccccc3o2)ccc1O	-10%	-1%	-14	7%	u	-16%	-9%	-5	-10%
CN1C(N)=NC(=O)/C1=C/c1ccccc1F	3%	0%	-4	0%	2%	4%	1%	5	-3%
Cc1ccc(-n2ncc3c(=O)[nH]c(SCC(=O)N4CCN(c5ccccc5)CC4)nc32)cc1	-8%	15%	4	u	1%	0%	-5%	2	-3%
COc1ccc(NC(=O)C2CC2)cc1NS(=O)(=O)c1ccc(F)cc1	-2%	-28%	0	5%	u	6%	-16%	-1	-4%
Cn1c(=O)cc(N2CCN(C(=O)c3ccco3)CC2)[nH]c1=O	0%	-1%	15	6%	-15%	-1%	-6%	-12	-13%
O=C(NCCCN1CCOCC1)c1ccc(-n2nc(C(F)(F)F)cc2-c2cccs2)cc1	u	-25%	-87*	u	u	23µM*	u	0	0%
COc1ccc(CCNC(=O)CNC(=O)Cn2ccc3ccccc3c2=O)cc1OC	-8%	4%	4	-4%	3%	1%	-19%	-2	-9%
CC(C)(C)OC(=O)N1CCC[C@H]1C(=O)N/N=C/c1ccc2ncccc2c1	13%	1%	-17	2%	8%	6%	5%	5	-8%
Cc1ccc(C)c(N2CCN(C(=O)CCCn3c(=O)c4cccn4c4cccnc43)CC2)c1	7%	-4%	u	u	-6%	-20%	-4%	-5	u
CCCC(=O)Nc1nnc(Cc2ccccc2)s1	1%	5%	-1	2%	-8%	2%	11%	2	-8%
Cc1ccccc1C(=O)Oc1ccccc1N1C(=O)C2CC=CCC2C1=O (configuration not stated)	9%	-14%	22	3%	3%	5%	9%	2	-11%
Cc1cccn2cc(CNC(=O)c3ccco3)nc12	17%	-14%	11	-1%	4%	18%	12%	-2	-3%[9.22 µM]
Cc1ccc(C)c(S(=O)(=O)Nc2ccc3cn[nH]c3c2)c1	-1%	-5%	-4	1%	-3%	-17%	1%	-4	0%
O=C(COc1ccc2ccccc2c1Br)Nc1ccncc1	-19%	u	-1	u	x	u	x	5	u
CSc1nc(N2CCOCC2)c2ccccc2n1	6%	3%	13	-1%	0%	-2%	0%	1	-4%

Going on with the list:
The line under a structure holds: HT1080-NT tox, HEK293 tox, IL1B secr inh, MCF10A rereplic, KB-V1 cytotox, HT1080 IDH1KD tx, KB-3-1 cytotox, DRD3 agonist, SW480 rerep
> Nc1c(C(=O)c2cccs2)sc2nsc(SCCN3CCCCC3)c12
    -7%, -7%, -96*, u, -9%, -9%, u, -17, 73%
> COc1ccccc1CCNC(=O)C(=O)NCC1OCCCN1S(=O)(=O)c1cc(C)ccc1C (configuration not stated)
    4%, 5%, -6, 11%, u, 1%, 1%, 1, 5%
> Cc1ccc(NC(=O)c2ccncc2)cc1[N+](=O)[O-]
    3%, -11%, -2, -1%, -2%, 17%, 1%, -4, -67%[inhibitor]
> COCCCNC(=O)CSC1=Nc2ccccc2C2=NC(CC(=O)NCc3ccccc3)C(=O)N12 (configuration not stated)
    -3%, 9%, 11, 16%, -6%, -4%, -4%, 4, -3%
> O=C(NC1CCCCC1)C(c1ccncc1)n1c(=O)c(-c2cc3ccccc3[nH]2)nc2ccccc21 (configuration not stated)
    u, 488%[activator], u, x, 16µM*, u, 21µM*, 3, x
> CN(c1ccc(C(=O)Nc2cccc(O)c2)cc1)S(=O)(=O)c1ccccc1
    -10%, -4%, -17, -3%, x, 0%, x, 5, 2%
> COc1ccc(C(=O)Nc2nnc(SCC(=O)Nc3ccc(NC(C)=O)cc3)s2)c(OC)c1
    -1%, 8%, 21, 0%, -10%, 2%, 1%, 5, 12%
> O=C(c1ccc2c(c1)CCC2)N1CCN(Cc2c(F)cccc2Cl)CC1
    1%, 2%, -5, x, u, 0%, -10%, 3, x
> O=C(NCc1ccco1)c1ccc(N2CCCCC2)c([N+](=O)[O-])c1
    -3%, 11%, u, 6%, 2%, 0%, u, -7, 7%
> Cc1ccccc1C(=O)NCCNc1ccc([N+](=O)[O-])cc1
    -14%, -12%, 0, -2%, -2%, -14%, 0%, 2, -4%
> O=C(c1cccc(NC2=NC3CS(=O)(=O)CC3S2)c1)N1CCN(c2ncccn2)CC1 (configuration not stated)
    -22%, -11%, -2, 1%, 3%, -1%, 3%, 6, -3%
> c1ccc(CN2CCCC3(CCCN(Cc4nc(COc5ccccc5)no4)C3)C2)cc1 (configuration not stated)
    -5%, 0%, 13, 17%, 0%, -16%, -4%, -10, 9%
> Cc1ccc(C)c(C(=O)CSc2n[nH]c(C(C)C)n2)c1
    29%, 0%, -4, 2%, u, 18%, -7%, -9, 3%
> O=C1c2cccc3c([N+](=O)[O-])ccc(c23)C(=O)N1c1nccs1
    8.9µM*, 258%[activator], -107*, 7.3µM*, u, 2.2µM*, u, -29, 7.3µM*
> CC(C)(C)NC(=O)COc1ccc(CNc2ccc3[nH]c(=O)[nH]c3c2)cc1
    9%, 4%, 1, 8%, 4%, 13%, 3%, 3, 12%
> Cc1nc2cc(NC(=O)CS(=O)(=O)c3ccccc3)ccc2s1
    6%, -1%, -6, 5%, u, 2%, u, 0, 6%
> O=C(NN=Cc1ccccc1OC(F)F)c1cccc(S(=O)(=O)N2CCCC2)c1
    0%, -4%, 10, u, x, 3%, x, 4, 1%
> O=C(NCC(c1cccnc1)N1CCc2ccccc2C1)C(=O)Nc1ccccc1F (configuration not stated)
    x, 1%, x, x, -14%, x, -11%, 5, x
> COc1ccc(N(CC(=O)N2CCCCCC2)S(=O)(=O)c2c(C)[nH]c(=O)[nH]c2=O)cc1
    -8%, 2%, -11, -9%, 13%, -3%, 5%, -6, -18%
> COc1cc2nc(C3CCC3)n(NC(=O)C(OC(C)=O)c3ccccc3)c(=O)c2cc1OC (configuration not stated)
    19%, -5%, -10, 10%, 4%, 16%, 16%, -3, -5%
